Screens as filed in PubChem.
NCI-60 one-dose screen, 48 h, at 10 µM unless noted. Numbers give growth in % (100 = growth as untreated, 0 = no growth, -100 = all killed).
SR – SR leukemia cells | actives 8.7% (n = 73,000) | AID 1794780
MDA-MB-468 – MDA-MB-468 breast cancer | AID 2202374 | actives 8.5% (n = 78,000)
BT-549 – BT-549 breast cancer. actives 4.4% (n = 78,000)
MDA-MB-231 – MDA-MB-231 breast cancer; actives 5% (n = 81,000); AID 1794789
HS 578T – HS 578T breast cancer | actives 4.1% (n = 78,000)
K-562 – K-562 leukemia | AID 1794777 | actives 7.4% (n = 78,000)
T-47D – T-47D breast cancer. AID 1794792. actives 5% (n = 79,000)
MCF7 – MCF7 breast cancer | actives 6.3% (n = 82,000) | AID 1794796
* marks the source's active call; other numbers are inactive results; x = no result given; & = joins results of further samples. The calls were made as follows: active = growth percent below 10; inactive = the rest. This is a subset (hit frequency here may not be typical).

Compound	K-562	MDA-MB-468	HS 578T	SR	MDA-MB-231	BT-549	T-47D	MCF7
COc1ccc(/C=C(/C(=O)N2CCCC2)c2cc(OC)c(OC)c(OC)c2)cc1N	16.1	-4.7*	15.2	19.5	62.0	57.1	37.8	14.2
CC[C@H](NC(=O)[C@H]1CCCCN1C)C(=O)N(C)[C@H](C[C@@H](OC(C)=O)c1nc(C(=O)N[C@@H](Cc2ccccc2)C[C@H](C)C(=O)O)cs1)C(C)C	6.9*	17.6	11.4	6.5*	9.3*	-15.6*	51.3	16.9
C=CC1CN2CCC1CC2C(O)c1ccnc2ccccc12 (centres undefined)	231.1	107.2	116.5	343.8	125.2	181.0	135.1	116.4
CC1=C(CNO)C2=C(C)C3(CC3)[C@@](C)(O)C(=O)C2=C1	88.4	-62.9*	40.2	x	10.3	-13.0*	-3.6*	10.6
CNC(=O)OCCOC(=O)c1ccc(OC(=O)NC)cc1	113.0	107.2	102.2	97.2	90.0	x	106.6	97.6
C/C(Cc1ccc(Cl)cc1)=C(\c1ccc(OCCN2CCOCC2)cc1)c1ccc(OC(=O)Cc2ccccc2)cc1	79.5	88.7	99.1	87.1	96.5	96.9	66.0	69.4
O=[N+]([O-])c1cc(C(F)(F)F)cc([N+](=O)[O-])c1Cl	101.4	118.2	x	89.0	113.1	x	96.5	97.3
Oc1cccc(N2CC2)c1	95.8	90.8	96.3	94.4	96.9	102.8	89.1	101.2
COC(=O)CCN1CC1(C)C (centres undefined)	99.1	107.6	108.6	103.9	115.3	106.6	123.4	94.6
CC1CN1P(=S)(c1ccccc1)N1CC1C (centres undefined)	106.7&89.7	92.2&106.1	101.5&107.3	97.1&86.3	91.7&105.9	101.5&99.4	107.8&96.0	100.9
Cc1ccc(C(=O)OC(C(=O)O)C(OC(=O)c2ccc(C)cc2)C(=O)O)cc1 (centres undefined) (tested in a mixture with another compound)	11.1	-12.2*	40.0	x	x	17.5	x	14.3
CC(=O)Nc1ccc(S(=O)(=O)F)cc1	95.7	98.5	108.2	90.0	103.3	107.6	96.7	104.6

Later entries:
Compound	K-562	MDA-MB-468	HS 578T	SR	MDA-MB-231	BT-549	T-47D	MCF7
O=[N+]([O-])c1ccc(O)c([N+](=O)[O-])c1 (tested in a mixture with another compound)	90.9	105.7	93.8	94.5	116.3	105.7	96.3	95.0
O=C1NC(=O)C(=Cc2cccn2CCCCn2c3ccccc3c(=O)c3ccccc32)C(=O)N1	58.9	60.0	85.1	51.6	82.5	88.1	56.8	57.3
OCC1CN1C1CCCCC1 (centres undefined)	76.7	100.0	107.4	24.1	109.8	104.0	102.5	101.9
Cc1ccc(-c2nc(-c3ccc(N=Cc4ccc(N(CCCl)CCCl)cc4C)cc3)cs2)cc1	79.3	57.2	103.3	29.5	79.8	69.2	70.9	41.5
O=C(c1ccccc1O)c1[nH]c(Cl)c(Cl)c1-n1c(C(=O)c2ccccc2O)cc(Cl)c1Cl	6.7*	-13.8*	-16.9*	8.1*	-31.7*	-5.5*	-10.1*	1.4*
O=C(/C=C/c1sc(N(CCCl)CCCl)nc1Cl)c1ccc(Cl)cc1	86.7	83.4	92.8	55.6	93.0	95.5	69.6	50.6
C[C@@H]1C[C@@]2(C)C(=CC1=O)CC[C@H]1[C@@H]3CC[C@](C)(O)[C@@]3(C)C[C@@H]3O[C@@]312	106.5	97.5	x	97.3	108.9	108.1	103.6	103.6
CC12CCC3C(CCC4=CC(=O)CCC43CF)C1CCC2=O (centres undefined)	93.5	x	128.0	118.8	117.7	97.2	39.4	130.4
Cc1ccc2c(C)ccc(C)c2c1	102.7	102.9	91.5	109.6	114.4	102.8	101.6	96.2
CCC(C)C1(CC)C(=O)NC(=S)NC1=O (centres undefined)	102.5	93.8	91.2	98.1	96.1	97.3	98.5	94.4

An excerpt from above in order of length of the SMILES, smallest number first.
Compound	K-562	MDA-MB-468	HS 578T	SR	MDA-MB-231	BT-549	T-47D	MCF7
OCC1CN1C1CCCCC1 (centres undefined)	76.7	100.0	107.4	24.1	109.8	104.0	102.5	101.9
Cc1ccc2c(C)ccc(C)c2c1	102.7	102.9	91.5	109.6	114.4	102.8	101.6	96.2
CC(=O)Nc1ccc(S(=O)(=O)F)cc1	95.7	98.5	108.2	90.0	103.3	107.6	96.7	104.6
O=[N+]([O-])c1ccc(O)c([N+](=O)[O-])c1 (tested in a mixture with another compound)	90.9	105.7	93.8	94.5	116.3	105.7	96.3	95.0
O=C(/C=C/c1sc(N(CCCl)CCCl)nc1Cl)c1ccc(Cl)cc1	86.7	83.4	92.8	55.6	93.0	95.5	69.6	50.6
Cc1ccc(C(=O)OC(C(=O)O)C(OC(=O)c2ccc(C)cc2)C(=O)O)cc1 (centres undefined) (tested in a mixture with another compound)	11.1	-12.2*	40.0	x	x	17.5	x	14.3
Cc1ccc(-c2nc(-c3ccc(N=Cc4ccc(N(CCCl)CCCl)cc4C)cc3)cs2)cc1	79.3	57.2	103.3	29.5	79.8	69.2	70.9	41.5
O=C(c1ccccc1O)c1[nH]c(Cl)c(Cl)c1-n1c(C(=O)c2ccccc2O)cc(Cl)c1Cl	6.7*	-13.8*	-16.9*	8.1*	-31.7*	-5.5*	-10.1*	1.4*
C[C@@H]1C[C@@]2(C)C(=CC1=O)CC[C@H]1[C@@H]3CC[C@](C)(O)[C@@]3(C)C[C@@H]3O[C@@]312	106.5	97.5	x	97.3	108.9	108.1	103.6	103.6
